Screens as filed in PubChem.
Rv3671c protease = inhibitors of M. tuberculosis serine protease Rv3671c; P9WHR9; inhibition, % at 5.96 µM; actives 0.048% (n = 320,000); in the data active means inhibition above about 38%;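 further: extracellular domain of Rv3671c used as enzyme; 0% = enzyme with DMSO and 100% = no enzyme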
Target sequence (P9WHR9 whole entry, looked up, the tested form may be a part): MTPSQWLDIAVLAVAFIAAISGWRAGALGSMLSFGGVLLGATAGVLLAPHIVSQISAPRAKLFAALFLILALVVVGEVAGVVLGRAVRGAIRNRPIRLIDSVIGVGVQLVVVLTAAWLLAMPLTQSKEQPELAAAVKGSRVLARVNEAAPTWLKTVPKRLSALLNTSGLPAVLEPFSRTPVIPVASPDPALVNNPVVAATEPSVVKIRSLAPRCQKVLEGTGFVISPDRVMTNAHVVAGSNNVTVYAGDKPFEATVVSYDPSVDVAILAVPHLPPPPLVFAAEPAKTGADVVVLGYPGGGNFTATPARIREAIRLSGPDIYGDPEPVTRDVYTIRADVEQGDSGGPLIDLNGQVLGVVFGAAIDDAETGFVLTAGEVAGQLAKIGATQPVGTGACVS
PrPC TRFRET = cell surface PrPC inhibition, primary TR-FRET screen; TR-FRET read-out; actives 0.43% (n = 370,000); P04156; inhibition, % at 13.8 µM; in the data active means inhibition above about 24%; further: 0% = median of the test wells and 100% = reference compound wells
GDH-TPI inh = GDH-TPI coupled enzyme inhibition counter-screen; actives 1.2% (n = 360,000); inhibition, % at 4.8 µM; GDH-TPI coupled enzyme counterscreen, NADH absorbance; AID 588335; in the data active means inhibition above about 30%;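 further: 0% = DMSO wells and 100% = wells lacking the enzyme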
BioA inh = blocks M. tuberculosis BioA enzyme activity; purified M. tuberculosis BioA enzyme, plate reader; actives 0.096% (n = 360,000); inhibition, % at 9.99 µM; in the data active means inhibition above about 40%; inconclusive means no clear call, values can overlap the other calls
UGM FP inh = Mtb UDP-galactopyranose mutase inhibition; P9WIQ1; actives 0.06% (n = 320,000); inhibition, % at 10 µM; purified UGM, fluorescence polarization probe displacement; in the data active means inhibition above about 10%, passing the limit was not always enough; inconclusive means no clear call, values can overlap the other calls
MazF activator = activators of E. coli MazEF toxin-antitoxin RNase; P0AE70; FAM/BHQ RNA-DNA oligo cleavage fluorescence, 5 h; activation, % at 20 µM; actives 0.32% (n = 350,000); in the data active means activation above about 50%
Target sequence (P0AE70 whole entry, looked up): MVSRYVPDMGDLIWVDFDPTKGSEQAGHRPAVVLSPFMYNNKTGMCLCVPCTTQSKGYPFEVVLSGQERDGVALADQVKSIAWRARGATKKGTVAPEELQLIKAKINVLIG
BoNT F protease = inhibitors of Botulinum neurotoxin F light chain protease; inhibition, % at 10 µM; Multiplex microsphere protease cleavage assay, flow cytometry; actives 0.22% (n = 360,000); AID 588497; in the data active means inhibition above about 35%, passing the limit was not always enough; inconclusive means no clear call, values can overlap the other calls; further: plate controls were buffer without enzyme for full effect and enzyme alone for no effect
Mtb FBA inh = inhibitors of M. tuberculosis fructose-bisphosphate aldolase; P9WQA3; purified M. tuberculosis FBA, fluorescence read-out; inhibition, % at 1 µM; actives 2.3% (n = 360,000); AID 588726; in the data active means inhibition above about 27%;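 further: 0% = vehicle and 100% = reference inhibitor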
Target sequence (P9WQA3 whole entry, looked up): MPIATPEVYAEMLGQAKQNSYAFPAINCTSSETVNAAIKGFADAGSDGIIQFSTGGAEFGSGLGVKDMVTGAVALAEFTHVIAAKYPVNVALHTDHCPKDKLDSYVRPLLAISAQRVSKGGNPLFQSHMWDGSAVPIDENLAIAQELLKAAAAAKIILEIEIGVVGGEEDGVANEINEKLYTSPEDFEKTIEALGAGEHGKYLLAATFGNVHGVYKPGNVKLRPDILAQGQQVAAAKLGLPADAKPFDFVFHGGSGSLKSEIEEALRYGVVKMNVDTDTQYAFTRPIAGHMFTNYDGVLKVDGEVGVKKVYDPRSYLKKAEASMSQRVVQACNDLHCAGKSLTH
FadD28 FP inh = blocks FadD28 binding to the bisubstrate probe; fluorescence polarization; inhibition, % at 12.5 µM; actives 0.22% (n = 360,000); AID 588549; in the data active means inhibition above about 8.5%, passing the limit was not always enough; inconclusive means no clear call, values can overlap the other calls
* hit, by the source's call; ? = inconclusive; . = not tested or not shown.

Sequence of screens: Rv3671c protease, PrPC TRFRET, GDH-TPI inh, BioA inh, UGM FP inh, MazF activator, BoNT F protease, Mtb FBA inh, FadD28 FP inh
> COc1ccc(CC(=O)OCC(=O)NCc2ccco2)cc1
→ 7, -5, 14, -0.1, 2.0, -2, 7, 1, -1.2
> COc1cccc(CNC(=O)CCC2CCCN(C(=O)c3csc(C(C)C)n3)C2)c1 (stereo unspecified)
→ -5, 10, 13, ., -5.0, -2, -2, -1, -1.7
> COc1cc(N=C2C(=O)N3CCCc4cccc2c43)cc(OC)c1
→ 9, 2, 4, ., 1.9, 6, -9, -1, 0.0
> CN(C)[C@@H]1C(=O)C(C(N)=O)=C(O)[C@@]2(O)C(=O)C3=C(O)c4c(O)ccc(Cl)c4[C@@](C)(O)C3C[C@@H]12 (stereo partly specified)
→ ., 4, 8, -0.7, ., -3, -1, 4, -0.2
> Cc1cc(C([O-])=C(C(=S)Nc2ccccc2)[n+]2ccccc2)c(C)n1-c1ccccc1
→ ., -3, 22, ., ., -1, -18, 2, 1.2
> CO/N=C(\c1nonc1N)N1CCN(c2ccc(Cl)cc2[N+](=O)[O-])CC1
→ -6, -15, -4, 0.6, -1.9, 9, -15, -4, -8.2
> N/C(=N\OC(=O)c1cccc(Br)c1)c1ccc(Br)cc1
→ -3, -3, -12, 0.3, -1.1, -8, -7, -1, -3.4
> CC(=O)c1c(C)[nH]c(C(=O)OCCCCN2C(=O)c3ccccc3C2=O)c1C
→ -2, 20, 9, 15, 0.2, -1, 4, -5, -1.6
> CCN(C(=O)CN1C(=O)NC(c2ccccc2)(c2ccc(C)c(C)c2)C1=O)C1CCS(=O)(=O)C1 (stereo unspecified)
→ 8, -4, 2, 0.3, 0.7, 2, -10, 0, -0.5
> CC(Sc1nc(C(C)(C)C)cc(-c2ccccc2)c1C#N)C(=O)Nc1ccccc1 (stereo unspecified)
→ -16, 3, 5, -1.6, 0.1, 4, 0, 3, -2.5
> O=S(=O)(c1ccc(-c2ccccc2)cc1)N1CCCCC1
→ 2, 5, 18, 3.5, -2.1, -1, ?, -1, -0.9
> O=C1C2C3CCC(O3)C2C(=O)N1c1nccs1 (stereo unspecified)
→ ., 4, 4, -0.6, ., -4, -4, -1, -0.5
> CCOC(=O)CSC1=C(C#N)C(c2ccc3c(c2)OCO3)CC(=O)N1 (stereo unspecified)
→ 6, 9, -5, 1.7, -0.5, 0, -13, 6, -1.6
> CC(C)N(C(=O)CSc1nnc(NC(=O)Cc2cccs2)s1)C(C)C
→ -2, -2, -1, ., -4.0, 3, -4, 3, 0.1
> COC(=O)c1ccc(/C=N/NC(=S)NCCN2CCOCC2)cc1
→ 3, -12, 30, ., -0.2, 3, 3, 4, -1.3

The last 4 entries of the part before open the next one:
Sequence of screens: Rv3671c protease, PrPC TRFRET, GDH-TPI inh, BioA inh, UGM FP inh, MazF activator, BoNT F protease, Mtb FBA inh, FadD28 FP inh
> O=C1C2C3CCC(O3)C2C(=O)N1c1nccs1 (stereo unspecified)
→ ., 4, 4, -0.6, ., -4, -4, -1, -0.5
> CCOC(=O)CSC1=C(C#N)C(c2ccc3c(c2)OCO3)CC(=O)N1 (stereo unspecified)
→ 6, 9, -5, 1.7, -0.5, 0, -13, 6, -1.6
> CC(C)N(C(=O)CSc1nnc(NC(=O)Cc2cccs2)s1)C(C)C
→ -2, -2, -1, ., -4.0, 3, -4, 3, 0.1
> COC(=O)c1ccc(/C=N/NC(=S)NCCN2CCOCC2)cc1
→ 3, -12, 30, ., -0.2, 3, 3, 4, -1.3
> Cc1csc(N(C(=O)c2ccccc2F)c2ccccc2)n1
→ -2, 1, -1, ., -1.2, -16, -4, -1, -1.0
> COc1ccc([C@H]2CC(=O)C=C(c3ccc4c(c3)OCO4)C2)cc1OC
→ 0, -1, 17, 33, 2.1, -5, -3, 4, -1.3
> Cc1ccc(C(=O)Cn2c(C(=O)O)cc3ccccc32)cc1
→ 2, -10, 2, -1.2, -0.9, -8, -7, 2, -2.5
> O=C(CSc1ncccn1)NN=C1CCCCCC1
→ 8, 2, -4, ., 0.2, -1, 0, -3, -4.8
> COc1ccc(N(CC(=O)NC2CCCCCCC2)S(=O)(=O)c2c(C)nn(C)c2C)cc1
→ -19, -5, 19, -2.4, 2.4, 11, -7, 3, 1.2
> O=c1cc(CN2CCC(Cc3ccccc3)CC2)nc2sccn12
→ -3, -3, 7, ., 0.0, 2, 0, 0, -0.1
> Cc1cccc(NS(=O)(=O)c2ccc([N+](=O)[O-])cc2)n1
→ 2, -17, 13, -0.1, -1.2, 6, -4, 2, 0.6
> Cc1c(C#N)c2ccccc2n1CC(=O)N1CCc2ccccc2C1
→ 3, 0, -4, -1.3, 4.7, 7, -2, -2, -5.7
> COc1ccc(NC(=O)CSCC(=O)N2CCN(C(=O)c3ccco3)CC2)cc1
→ 4, 5, -12, -0.9, 3.6, 2, -9, -2, -2.4
> COc1ccc(-c2csc(N(CCCN3CCOCC3)C(=O)CCl)n2)cc1
→ 3, 1, 7, -1.0, -3.4, 8, 10, -1, -4.2
> CCC(=O)N1CCN(c2ccc(NC(=O)c3ccc(C#N)cc3F)cc2Cl)CC1
→ -4, -1, 0, ., 2.5, 2, -9, 3, -3.1
> Cn1c(SCCc2ccc([N+](=O)[O-])cc2)nccc1=O
→ -7, -20, 3, 0.5, 0.6, 0, -6, -2, -2.7
> CC1CCc2c(sc(NC(=O)c3ccc(Cn4cc(Br)cn4)o3)c2C(N)=O)C1 (stereo unspecified)
→ -10, -12, 8, ., 1.6, -8, 7, 1, -0.4
> CSc1nnc(SCc2nc3sc(C(=O)O)c(C)c3c(=O)[nH]2)s1
→ 4, -3, 28, -2.5, 1.3, -14, -3, 5, -2.1
> CCOC(=O)NC(=O)CSc1nnc(C)s1
→ -4, -6, -1, -3.4, 0.0, 4, -14, -2, 0.1
> Cc1ccc(CN2CCN(/N=C/c3sccc3C)CC2)c(C)c1
→ -1, 5, -1, 1.5, 0.0, 6, -12, -2, -1.0
> O=C(NC1CCN(Cc2ccccc2)CC1)c1ccccc1NS(=O)(=O)c1ccc(F)c(F)c1
→ ., -4, 5, 1.0, ., 4, 12, -1, -2.2
> Cc1cc(C(=O)CSc2nnnn2-c2ccc(Cl)cc2)c(C)n1CC1CCCO1 (stereo unspecified)
→ -9, 4, 4, -1.0, -1.8, 0, -25, -1, -2.2
> O=C(CSc1ccc2ccccc2n1)NCc1ccc2c(c1)OCO2
→ 0, 1, 2, ., 0.2, -1, 14, -2, -3.2
> COc1ccccc1CN1CC(C(=O)NCCCCc2ccccn2)CCC1=O (stereo unspecified)
→ ., -2, 4, -1.9, ., 7, -5, 0, -0.7
> CCN1CCN(CC2CC3C=CC2C3)CC1 (stereo unspecified)
→ 2, 7, -7, -0.3, 0.4, 1, 3, -5, -2.1
> Cc1ccc(CN2CCN(Cc3cnc(C)[nH]3)CC2CCO)cc1 (stereo unspecified)
→ -2, -6, -1, -0.3, 0.3, 4, -10, 1, -3.3
> CCNC(=O)C1CCCN(C(=O)c2ccccc2OC(F)(F)F)CC1 (stereo unspecified)
→ ., 5, -5, -1.4, ., ., 6, -2, -2.3
> CCc1ccc(C(=O)C(C)OC(=O)Cn2[nH]c(=O)c3ccccc3c2=O)cc1 (stereo unspecified)
→ -3, 3, -1, 1.3, -0.3, 4, ?, 2, -1.0
> CC1Cc2c([nH]c(=O)n(-c3ccccc3)c2=O)O1 (stereo unspecified)
→ ., -7, 8, ., ., 13, 3, -2, -0.6
> COCCCn1c(Cc2csc(Nc3cccc(Cl)c3)n2)nnc1SCC(=O)OC1CCCCC1
→ 6, 5, 15, -0.1, 0.1, -1, -8, 0, -0.7
> COc1cccc(OC)c1C(=O)NCc1ccco1
→ ., 1, 1, -0.4, ., -5, -4, -1, -2.2
> O=C(Cn1cc([N+](=O)[O-])cn1)NCC1CCCO1 (stereo unspecified)
→ 10, 1, 3, -2.0, -0.8, 4, -1, -4, -0.4
> CCOC(=O)C1=C(CC)Nc2ccccc2N=C1NC(=O)c1cc(C)on1
→ 2, 12, 9, -0.1, -2.0, 4, 1, -3, -3.3
> N#Cc1ccccc1S(=O)(=O)N1CCN(CC(O)CN2CCOCC2)CC1 (stereo unspecified)
→ 0, -1, 1, -1.1, -0.6, -1, 6, 1, -2.6
> CCC(=O)NNC(=S)NC(=O)c1ccc(C)cc1
→ 4, -4, 6, ., 0.6, -18, -7, 4, -0.6
> O=C(Nc1nc2ccccc2s1)Nc1ccc(F)cc1F
→ -37, 0, -6, 0.3, -1.3, 7, 12, -3, -1.9
> CC(C)Cc1cc(C(=O)Nc2c(F)cc(F)cc2Br)no1
→ -2, 9, 4, 0.3, 0.5, -3, -5, 3, -0.2
> Cc1ccc(CNc2nc3cc(-c4ccccc4C)sc3c(=O)n2C)c(C)c1
→ ., 4, 13, -1.0, ., ., 6, 2, -2.8
> CCC(C)N(NC(C)=O)c1nc(Cl)nc(NC(C)C)n1 (stereo unspecified)
→ -8, 1, -7, -1.0, -0.4, 0, -24, 2, -3.1
> O=C(O)/C=C/c1cnc[nH]1
→ 9, 8, 2, -0.3, 1.6, 1, -8, 2, -0.3
> O=C(O)CNC(=O)CCn1nnc2ccccc2c1=O
→ 2, -6, 10, -0.7, -0.7, 1, -13, 1, -1.2
> C=CCn1c(O)c2ccc(C(=O)N=NC(=O)COc3ccccc3F)cc2c1O
→ -3, -4, 1, 0.2, -2.1, 0, 4, 2, 0.4
> O=c1cc(Cl)nc2ccccn12
→ ., -2, 21, -0.8, ., 1, 0, 16, -2.6
> COC(=O)c1ccc(CNC(=O)C(Cc2ccccc2)NC(=O)c2ccccc2)cc1 (stereo unspecified)
→ ., -4, 12, 0.4, ., -4, -8, -1, -0.1
> C/C(=N\Nc1nc(C)cc(-c2ccccc2)n1)c1ccc(F)cc1
→ -6, 11, 13, -0.4, 0.1, -12, ., 2, -1.0
> COc1ccc(C(=O)OCC(=O)N2CCN(C(=O)c3ccco3)CC2)cc1OC
→ -1, -4, 6, 2.3, 2.8, 7, -1, 2, -1.8
> N#CCCC(CCC#N)C1=NCCc2ccccc21
→ 0, -6, -15, 0.1, 2.0, 1, 0, 5, -4.3
> O=S(=O)(NCc1ccccn1)c1cc(Cl)ccc1Cl
→ 0, 2, -3, 0.9, -1.3, 9, 10, -4, -0.8
> CSc1nc(-c2ccccc2)ccc1C(N)=O
→ -5, 0, 2, ., 2.0, 2, -5, -6, -4.4
> Cc1c(C(=O)NCCSCc2ccc(Cl)cc2Cl)cccc1[N+](=O)[O-]
→ -4, -4, -7, -0.4, -1.9, -10, -9, -3, -4.1
> Cc1ccc(NC(=O)CC2NCCN(Cc3ccccc3)C2=O)cc1 (stereo unspecified)
→ 8, 9, -3, 0.1, 3.4, -18, -6, -2, -1.0
> CC1CC(=O)Nc2ccccc2N1S(=O)(=O)c1ccc(Cl)cc1 (stereo unspecified)
→ -8, 6, -5, ., -1.1, 7, -10, -1, -1.7
> COc1ccc(C(=O)COC(=O)c2cnc(C)cn2)cc1OC
→ -1, 2, 3, 0.5, ., 7, -10, 0, -0.2
> CC(C)c1ccc(/C=N/N2CCN(c3ccccn3)CC2)cc1
→ 3, -7, 8, 12, 2.6, -1, ., 7, -0.5
> O=Nc1c(O)n(Cc2ccccc2)c2ccccc12
→ -12, -13, 10, 3.0, -0.3, 3, -13, -2, -3.0
> CN(C)CCCNC(=O)c1ccc(=O)[nH]n1
→ 10, 12, 5, -1.3, 0.9, 8, 1, -5, -1.0
> Cc1ccc(S(=O)(=O)N(C)CC(=O)OCC(=O)NC(=O)NC(C)C)cc1
→ 12, 6, -4, 0.9, 1.6, -10, -9, 2, 0.0
> COC(=O)c1cc(=O)[nH]c(SCc2cccc(C)c2)n1
→ -2, -1, -24, -1.1, 2.9, 10, -1, -2, -1.7
> Cc1ccc(Cl)c(NC(=O)CN2C(=O)C(C)N(c3ccc(F)cc3)C2=O)c1Cl (stereo unspecified)
→ ., 1, 3, 0.0, ., 8, 6, -1, 0.3
> CCOc1ccc(S(=O)(=O)Nc2ccc(F)cc2)c(C)c1C
→ -4, 15, 0, 4.8, 4.3, -2, -14, 0, -3.4
> OCC[C@@H]1C[C@H](O)[C@@H](O)[C@]2(CCCO2)O1
→ 7, 7, 9, 0.0, -1.3, 1, 4, 2, 0.0
> O=c1ccc2ccc(O[C@@H]3O[C@H](CO[C@@H]4OC[C@](O)(CO)[C@H]4O)[C@@H](O)[C@H](O)[C@H]3O)cc2o1
→ -3, 6, 4, 0.3, 0.9, 1, 2, 2, -4.2
> Cc1cccc(NC(=O)c2cc(S(=O)(=O)N(C)c3ccc(F)cc3)ccc2Cl)n1
→ -1, 2, 0, 13, -1.8, 5, -5, -1, -5.0
